KOR beta-arrestin-1 – KOR antagonists, beta-arrestin recruitment, cell-based, luminescence, uHTS (AID 1778) | inhibition, % at 10 µM, or IC50 in µM where a hit was titrated | KOR beta-arrestin recruitment, luminescence, antagonist mode; higher % means a stronger effect | actives 0.091% (n = 290,000) | Kappa-type opioid receptor (Homo sapiens); also: strong numbers were not always called active
KOR beta-arrestin-2 – KOR agonists, beta-arrestin recruitment, primary screen, cell-based, luminescence, uHTS (AID 1777); actives 0.02% (n = 280,000); activation, % at 10 µM, or EC50 in µM where a hit was titrated; KOR beta-arrestin recruitment, luminescence; higher % means a stronger effect; in the data active = activation above about 50%, passing the limit was not always enough; also: a part of the inactive calls stands beside numbers as strong as those of hits
NS5 inhibitors – Dengue-2 NS5 methyltransferase inhibitors, primary screen, biochemical, confirmation dose response (AID 588689). inhibition, % at 25 µM, or IC50 in µM where a hit was titrated. actives 0.3% (n = 340,000). Genome polyprotein (Dengue virus type 2 (strain 16681-PDK53)). Dengue-2 NS5 methyltransferase capping enzyme assay, biochemical; higher % means a stronger effect; in the data active = a potency from the dose series; inconclusive = inhibition above about 29% without an active follow-up result
NOD2 inhibition – NOD2 signaling inhibitors, cell-based, luminescence, uHTS, HEK293 (AID 1566); inhibition, % at 4 µM; hits with a dose series show EC50 in µM; actives 0.63% (n = 290,000); HEK293 NOD2/NF-kB luciferase reporter, luminescence; higher % means a stronger effect; also: many of its hits are not listed in these tables
Yfh1-depleted yeast – enhancers of respiration in Yfh1-depleted yeast, dose response, Friedreich's ataxia, plus single-dose screen (AID 1465); actives 0.074% (n = 220,000); fold induction at 50 µM; hits with a dose series show EC50 in µM; S. cerevisiae Yfh1-off respiration, WST-1 reduction, 72 h; higher fold induction means a stronger effect;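 active = fold induction of absorbance versus untreated yeast above a set limit, then at least 30% activation at any dose in follow-up; inconclusive = repeats straddling the limit, or above it without dose testing; inactive = fold induction below the set limit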;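 also: activators that raise dye reduction in frataxin-depleted yeast; strong numbers were not always called active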
West Nile antiviral – West Nile virus antiviral activity, cell-based, CPE readout (AID 1621); West Nile virus-infected cells, CPE inhibition; higher % means a stronger effect; CPE inhibition, % at 10 µM; hits with a dose series show IC50 in µM; actives 0.02% (n = 290,000); in the data active = a potency from the dose series; inconclusive = CPE inhibition mostly from about 3.7% at the one dose, without a potency; inactive = the rest, 99 in 100 with CPE inhibition below about 2.2%; also: strong numbers were not always called active
AID2073 – inhibitors of Mint1-CaV2.2 protein interaction, biochemical, HTRF (AID 2073); Voltage-dependent N-type calcium channel subunit alpha-1B (Homo sapiens); HTRF protein-protein interaction, Mint1-CaV2.2; higher % means a stronger effect; inhibition, % at 20 µM; hits with a dose series show IC50 in µM; actives 0.19% (n = 290,000); in the data active = inhibition mostly above about 51%, no sharp cut-off; inconclusive = no clear call, values can overlap the other calls; inactive = mostly below about 53%; also: some results filed as inactive read as strong as hits
HIV peptide binding – inhibitors of HIV fusion peptide binding, primary screen, biochemical, uHTS, fluorescence dequenching (AID 1986); actives 0.3% (n = 290,000); one-dose inhibition, % at 20 µM; IC50 in µM for titrated hits; cell-free peptide binding, fluorescence dequenching, 30 min; higher % means a stronger effect; in the data active = inhibition mostly above about 52%, no sharp cut-off; inactive = mostly below about 76%; also: some results filed as inactive read as strong as hits
NOD1 inhibition – NOD1 signaling inhibitors, primary screen, cell-based, luminescence, uHTS (AID 1578); NOD1-driven NF-kB luciferase reporter cells, luminescence; higher % means a stronger effect; inhibition, % at 4 µM, or EC50 in µM where a hit was titrated; actives 1% (n = 290,000); in the data active = inhibition mostly above about 36%, no sharp cut-off; inactive = mostly below about 34%;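 also: HEK-293T reporter cells stimulated with the NOD1 agonist gamma-tri-DAP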
NS5 inhibitors pilot replicate – recorded beside NS5 inhibitors, whose call it bears; inhibition, %; measured here: pilot screen replicate inhibition
The depositor's hits bear a star; i = inactive; ? = inconclusive; / = no result given; & = joins results of further samples; [ ] = dose if it differs, or a comment. Rule as the data show it, unless noted: active = inhibition above about 50%; inactive = the rest. The list is partial; the hit share may differ from the screen's.

SMILES | KOR beta-arrestin-1 | KOR beta-arrestin-2 | NS5 inhibitors | NOD2 inhibition | Yfh1-depleted yeast | West Nile antiviral | AID2073 | HIV peptide binding | NOD1 inhibition | others
O=C1N2CCSC2=NC1(Nc1nccs1)C(F)(F)F (configuration not stated) | -26% | 2.9% | -3% | -12% | i | -0.2% | -13% | 0.1% | -9%
NC(=O)C1CCN(CC(=O)NCc2ccccc2)CC1 | 11% | -2.3% | -5% | -1% | i | 0.2% | -6% | 2.6% | -12%
CN(C)CCNC(=O)Cn1nc(-c2ccc(Cl)cc2)ccc1=O | -38% | -0.2% | 4% | -5% | / | / | -6% | -1.9% | 25%
Cn1c(CNC(=O)c2ccccc2F)nnc1SCC(=O)Nc1nnc(C2CC2)s1 | 10% | -1.7% | 0% | 22% | / | -0.3% | 4% | 0.1% | 37%
COCCn1cnc2c1c(=O)n(CC#N)c(=O)n2Cc1ccccc1 | -9% | 4.0% | -2% | 4% | / | 0.5% | 4% | 1.5% | -32%
CCOC(=O)C1CCN(Cc2cc(=O)oc3cc(C)ccc23)CC1 | 42% | -5.8% | -7% | 20% | / | -0.2% | 9% | -1.1% | -2%
COc1cc(S(=O)(=O)N2CCC(C(N)=O)CC2)c(C)cc1C | 6% | -0.8% | 1% | 1% | i | 0.1% | -1% | 0.9% | -22%
COc1ccc(C(=O)N2CCc3[nH]nc(-c4ccccc4)c3C2)cc1 | -14% | -4.9% | -2% | 11% | / | 0.2% | 12% | -0.8% | -7%
C=CCn1c(C)cc(C(=O)CSc2nnc3c(Cl)cc(Cl)cn23)c1C | 18% | 1.0% | -1% | -18% | i | -0.2% | -2% | 0.0% | 9%
CC(C)C(=O)Nc1nnc(CCN2CCOCC2)s1 | -34% | -2.7% | 4% | -2% | i | -0.2% | -13% | 2.1% | -10%
COc1ccc(OCc2cc(C(=O)NCC3CCCCO3)no2)c(Cl)c1 (configuration not stated) | -21% | -0.8% | 2% | -35% | / | -0.7% | 0% | -0.1% | -46%
Cc1ccc(-c2csc3nc(SCC(N)=O)n(Cc4ccccc4)c(=O)c23)cc1 | 39% | -0.6% | 3% | 12% | i | -1.2% | 6% | 0.6% | 2%
O=C(Oc1c(-c2ccccc2)c(=O)n2c3c(cccc13)CC2)c1ccc(F)cc1 | -28% | 1.2% | -4% | / | i | 0.3% | 7% | 0.3% | /
Cc1cc(NC(=O)CS(=O)(=O)c2cn(Cc3ccccc3Cl)c3ccccc23)no1 | -38% | 1.2% | -3% | 1% | i | -0.4% | 4% | -1.7% | 3%
C=CCn1c(SCC(=O)NC)nnc1C12CC3CC(CC(C3)C1)C2 | 20% | 4.2% | -10% | 15% | / | -0.6% | 7% | -0.9% | -7%
COc1cccc(Cn2cccc(NC(=O)NCc3ccccc3)c2=O)c1 | -33%[20 µM] | -4.4% | 1% | 19% | / | -0.8% | 5% | -1.3% | -7%
CC1CCN(C(c2ccc(N(C)C)cc2)c2nnnn2Cc2ccccc2)CC1 (configuration not stated) | 11% | -2.2% | -5% | 10% | i | -0.1% | -14% | -0.6% | 4%
COC(=O)c1ccc2c(=O)n(Cc3ccco3)c(SCC(=O)Nc3ccccc3Cl)nc2c1 | 8% | -0.2% | -2% | 1% | i | 0.4% | -9% | -3.8% | -9% | NS5 inhibitors pilot replicate=-3.3
Cc1ccc(Cl)cc1N1CCN(C(=O)c2noc(C)c2[N+](=O)[O-])CC1 | -28% | 1.1% | -3% | 4% | / | 0.7% | 15% | -1.7% | 3%
CCCN1CCN(C(=S)Nc2ccc3nc(N4CCN(CC)CC4)cc(C)c3c2)CC1 | -5% | -0.3% | -10% | 10% | i | 20% | 41% | -2.4% | -6%
COc1ccc(-c2cc(-c3ccc(Cl)cc3)n[nH]2)c(O)c1 | -13% | -0.1% | 1% | -156% | / | -1.4% | 17% | -0.1% | -17%
CC1CCCC(NC(=O)c2nn(C)c3c2CS(=O)(=O)c2ccccc2-3)C1C (configuration not stated) | -9% | -3.1% | 1% | 5% | / | 0.0% | -6% | 0.2% | -5%
O=c1nc(-c2ccccc2)cc(-c2ccccc2)[nH]1 | -20% | -0.5% | -2% | 2% | i | 0.0% | -2% | -0.9% | 4%
Cn1c(=O)c2c(nc(CO)n2C)n(C)c1=O | -13% | 0.8% | -3% | 3% | i | 1.1% | 3% | -1.2% | -3%
CCc1ccc(C(=O)N/N=C(\C)c2cccnc2)s1 | 12% | -0.6% | -5% | -21% | / | -0.4% | ? | 0.5% | -50%

The last three records of the part above lead into the next.
SMILES | KOR beta-arrestin-1 | KOR beta-arrestin-2 | NS5 inhibitors | NOD2 inhibition | Yfh1-depleted yeast | West Nile antiviral | AID2073 | HIV peptide binding | NOD1 inhibition | others
O=c1nc(-c2ccccc2)cc(-c2ccccc2)[nH]1 | -20% | -0.5% | -2% | 2% | i | 0.0% | -2% | -0.9% | 4%
Cn1c(=O)c2c(nc(CO)n2C)n(C)c1=O | -13% | 0.8% | -3% | 3% | i | 1.1% | 3% | -1.2% | -3%
CCc1ccc(C(=O)N/N=C(\C)c2cccnc2)s1 | 12% | -0.6% | -5% | -21% | / | -0.4% | ? | 0.5% | -50%
COc1ccc(NC(=O)/C(=C\c2ccc3c(c2)OCO3)NC(C)=O)cc1 | -8% | 0.3% | -1% | 3% | / | / | 8% | -0.1% | -18%
CC(C)(C)c1ccc(OCCn2nc(C(=O)O)c3ccccc3c2=O)cc1 | 11% | -2.2% | -4% | 20% | / | 0.1% | 14% | -1.3% | 14%
COc1cc(NC(=O)c2cc(S(=O)(=O)N3CCCCC3)c[nH]2)cc(OC)c1 | -12%[20 µM] | 0.1% | -1% | 12% | / | 0.1% | 33% | 0.8% | 8%
Cc1ccc(NC(=O)c2cc(-c3ccc(C)o3)nc3ccccc23)cc1 | -3% | 0.0% | -9% | 6% | i | -0.4% | -24% | 16% | 11%
c1ccc(-c2n[nH]c(-c3ccccn3)n2)nc1 | 18%&6% | -1.0%&1.7% | 4%&1% | -40%&-38% | i | 0.0%&0.2% | 3%&14% | -2.2%&-0.9% | -21%&-1%
C/C(CC(=O)Nc1ccc(Cl)cc1C(F)(F)F)=N\NC(=O)c1ccccn1 | -9% | -0.9% | -9% | 13% | / | -0.3% | 0% | -0.9% | -17%
Cc1ccc(S(=O)(=O)NC2c3cccc4cccc(c34)C2Sc2n[nH]c(N)n2)cc1 (configuration not stated) | 47% | -2.9% | -7% | 11% | i | -0.4% | 2% | 1.0% | -12%
CCC1CCCCN1CC(=O)Nc1cc(OC)c(OC)cc1C#N (configuration not stated) | -20% | 3.2% | 9% | 21% | i | 0.6% | 22% | -1.4% | -26%
CCOc1cccc(C(=O)NNC(=O)CCC(=O)O)c1 | 20% | 7.3% | -3% | 7% | i | 0.5% | 0% | -1.5% | -12%
CC(Oc1ccc(NC(=O)c2ccco2)cc1)C(=O)N1c2ccccc2CC1C (configuration not stated) | 1% | -8.0% | 4% | -22% | i | -0.8% | -3% | -1.4% | 19%
O=S(=O)(NCc1ccncc1)c1ccc(Br)s1 | -33% | 0.3% | -3% | 44% | i | -0.4% | 9% | 0.5% | /
Cc1ccc(-n2nc3c(=O)n(CCCC(=O)NCc4ccccc4Cl)nc(C)c3c2C)cc1 | -13% | 16% | -3% | 24% | / | -0.7% | -1% | -0.5% | -17%
COc1ccccc1-c1cc(C(=O)NC(C)c2ccccc2)no1 (configuration not stated) | -17% | 5.5% | -1% | -3% | i | -0.3% | 7% | 1.0% | -17%
CCCCOc1ccc(-c2cc(C(=O)NNC(=S)NCC)c3ccccc3n2)cc1 | -30% | 0.9% | 0% | -142% | ? | -1.6% | 2% | 0.2% | -75%
CCCCN(N=Nc1nonc1OC)c1nonc1OC | -20% | -4.5% | 4% | 13% | i | 0.1% | 1% | -2.5% | -16%
CCn1c(O)c(/C=N/N=C2CCCC2)c2ccc(C3=NNC(=O)CC3)cc21 | -13% | 17% | -14% | -1% | i | 1.1% | -3% | 1.2% | 4%
Cn1cc(CN2CCC(C(=O)Nc3ccc(Oc4ccccc4F)cc3)CC2)cn1 | -21% | -2.4% | -4% | 13% | / | -0.5% | 5% | -1.0% | -29%
CC(C)c1ccc(NC2(C#N)C(=O)Nc3ccccc32)cc1 (configuration not stated) | -24% | 3.7% | -1% | 8% | / | / | -3% | -3.1% | 18%
Cn1c(Cc2ccccc2)nnc1SCCC(=O)Nc1ccccc1 | -41% | 11% | -7% | -3% | i | 0.6% | 46% | 1.1% | -10%
CCn1cc(C(=O)NCc2ccccc2)c(=O)c2cc(F)c(N3CCN(C(=O)c4ccco4)CC3)cc21 | -9% | -3.9% | -3% | 26% | i | 0.4% | 26% | 1.8% | 46%
CCCN(CC1CC1)C(=S)Nc1ccc(C(C)=O)cc1 | 14% | 2.2% | -9% | 14% | i | -0.3% | -18% | -1.6% | -26%
O=C(Nc1c2c(nn1-c1ccccc1)CS(=O)C2)c1ccc(Br)o1 (configuration not stated) | 4% | -2.7% | -1% | -9% | / | 0.1% | 3% | -1.3% | -30%
CCNc1nc(OC)nc(N(OC)S(=O)(=O)c2ccc(C)cc2)n1 | 10% | -0.5% | -1% | -17% | / | -1.2% | 4% | -1.0% | -8%
C=CCNC(=O)c1cc(Cl)ccc1[N+](=O)[O-] | 0% | 4.2% | -7% | 15% | i | -0.6% | 5% | 1.4% | -7%
COc1cc2[nH]c(C(=O)NCc3ccccc3)cc2c(OC)c1OC | 0% | -5.3% | 1% | 29% | / | 1.0% | ? | 0.5% | -3%

(more compounds)
SMILES | KOR beta-arrestin-1 | KOR beta-arrestin-2 | NS5 inhibitors | NOD2 inhibition | Yfh1-depleted yeast | West Nile antiviral | AID2073 | HIV peptide binding | NOD1 inhibition | others
Cc1ccc(-c2[nH]ncc2CN2CCN(C(=O)c3cccs3)CC2)cc1C | -1% | 3.6% | -1% | 35% | / | -1.2% | 5% | -0.3% | -10%
Cc1ccc(S(=O)(=O)Cc2ccc(C(=O)N3CCN(Cc4ccccc4)CC3)o2)cc1 | -3% | -1.1% | -6% | 11% | / | / | 4% | 3.1% | 30%
COc1cccc(N2CCN(CC(=O)c3c(C)[nH]c4ccccc34)CC2)c1 | 6% | / | -10% | 5% | i | -1.3% | -1% | -0.7% | -25%
CCC1CCc2[nH]nc(C(=O)O)c2C1 (configuration not stated) | -46% | 1.1% | 0% | -3% | i | -0.1% | 4% | 1.2% | -68%
CC(=O)c1cccc(NC(=O)CN2C(=O)c3cccnc3Oc3ccc(Cl)cc32)c1 | -9% | 9.9% | -26% | 5% | / | 0.3% | 9% | 2.4% | -4%
CC(=O)Oc1ccc(C(=O)Nc2ccc(C3(C#N)CCCC3)cc2)cc1 | -31%[20 µM] | -1.8% | 4% | -17% | / | -1.5% | 18% | 3.3% | -45%
COC(=O)c1ccc(=O)c2nc3/c(=C/O)c(O)cc(=O)c3[nH]c12 | 7% | -3.5% | ? | 12% | 22µM* | ? | ? | 56%* | -3%
